Source: PubChem
LMP1 NFkB inh: Epstein-Barr LMP1 NF-kappaB reporter inhibition; LMP1-induced NF-kappaB luciferase reporter cells, luminescence; AID 504558; hit rate 0.69% among 350,000; inhibition, % at 12.5 µM; in the data active = inhibition above about 41%;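 also: 0% = neutral control wells and 100% = reference inhibitor control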
TROY signal inh: TROY signaling inhibition | Q293 LMP1-TROYcd NF-kB luciferase reporter, 4 h | inhibition, % at 10 µM | hit rate 0.98% among 360,000 | AID 1347056;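 active = compounds whose plate-normalised and pattern-corrected inhibition of the luciferase reporter signal at the single screening dose is 50% or more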
SRC3 inh: inhibitors of human steroid receptor coactivator 3 (SRC3); Q9Y6Q9; HEK293 GAL4-SRC3 luciferase reporter, luminescence; inhibition, % at 3.6 µM; hit rate 0.17% among 360,000;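 active = inhibition above a per-campaign cutoff, the mean of all compounds plus 3 SD, cut at about 60% in these data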;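 also: 0% = DMSO-treated cells and 100% = gossypol-treated cells at 36 µM; higher means less SRC3-driven luciferase light from the GAL4 reporter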
Shn3 inh set2: inhibitors of Schnurri-3 3'UTR reporter in osteoblasts; Clone20 osteoblast Shn3 3'UTR firefly luciferase, 24 h; inhibition, % at 12.5 µM; hit rate 0.52% among 360,000;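 active = mean inhibition of at least 75% with every replicate also reaching 75%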;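 also: 0% = median of neutral control wells and 100% = pilot-screen positive control compound; some compounds past the cut are filed as inactive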
LRH-1 inv ag: suppresses constitutive activity of human LRH-1; inhibition, % at 3.6 µM; O00482; HEK293T StAR-luciferase reporter, LRH-1 transfected, 24 h; hit rate 0.13% among 360,000;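 active = inhibition above the mean inhibition of all tested compounds plus 3 SD, cut at about 73% in these data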;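 also: 0% = DMSO wells and 100% = reporter-only cells lacking LRH-1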
Target sequence (O00482 whole entry, looked up): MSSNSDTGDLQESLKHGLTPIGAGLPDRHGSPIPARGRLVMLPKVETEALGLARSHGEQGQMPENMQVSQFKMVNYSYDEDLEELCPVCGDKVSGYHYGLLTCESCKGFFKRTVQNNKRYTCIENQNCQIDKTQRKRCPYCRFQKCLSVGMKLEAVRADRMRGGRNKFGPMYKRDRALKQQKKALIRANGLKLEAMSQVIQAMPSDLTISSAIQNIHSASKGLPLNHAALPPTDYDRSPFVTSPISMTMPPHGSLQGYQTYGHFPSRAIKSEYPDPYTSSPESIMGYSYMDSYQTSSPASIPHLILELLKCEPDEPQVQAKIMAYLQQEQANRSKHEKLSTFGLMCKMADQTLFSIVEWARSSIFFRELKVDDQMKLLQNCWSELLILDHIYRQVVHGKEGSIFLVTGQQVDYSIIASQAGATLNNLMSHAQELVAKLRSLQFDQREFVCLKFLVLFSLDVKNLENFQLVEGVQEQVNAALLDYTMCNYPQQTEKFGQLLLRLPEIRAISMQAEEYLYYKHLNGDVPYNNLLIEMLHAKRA
NR2F2 inh: NR2F2 (human) inhibition, primary screen; P24468; HEK293T NGFI-A luciferase reporter, luminescence; inhibition, % at 8.6 µM; hit rate 0.7% among 370,000; AID 686940;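 active = inhibition above a per-plate cutoff, mean inhibition of test wells between control levels plus 3 SD, cut at about 38% in these data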;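 also: cells cotransfected with COUP-TFII expression vector driving the NGFI-A reporter; 0% = median of COUP-TF2 test wells and 100% = reporter-only cells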
Target sequence (P24468 whole entry, looked up): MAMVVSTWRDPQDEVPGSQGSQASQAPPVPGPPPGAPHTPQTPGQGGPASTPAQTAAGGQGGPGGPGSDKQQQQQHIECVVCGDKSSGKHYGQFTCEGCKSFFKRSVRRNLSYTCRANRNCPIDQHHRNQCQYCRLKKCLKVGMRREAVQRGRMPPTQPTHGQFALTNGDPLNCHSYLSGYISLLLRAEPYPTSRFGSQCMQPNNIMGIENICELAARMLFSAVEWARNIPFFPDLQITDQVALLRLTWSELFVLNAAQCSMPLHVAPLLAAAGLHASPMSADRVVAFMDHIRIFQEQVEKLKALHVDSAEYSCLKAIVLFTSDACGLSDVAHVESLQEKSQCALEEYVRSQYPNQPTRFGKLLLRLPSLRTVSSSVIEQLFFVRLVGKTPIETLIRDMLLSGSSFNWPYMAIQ
NCOA1 inh: inhibits human SRC1 coactivator; hit rate 0.12% among 360,000; inhibition, % at 3.6 µM; HEK293 GAL4-SRC1 luciferase reporter, luminescence; Q15788; AID 588354;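 active = inhibition above the campaign mean plus 3 SD, with each screening campaign given its own cutoff, cut at about 60% in these data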;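 also: 0% = DMSO treated cells and 100% = gossypol at 36 µM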
TRAIL sens C8: sensitizes caspase-8 expressing cells to TRAIL; NB7+C8 cells + TRAIL, ATPlite viability luminescence; inhibition (viability loss, TRAIL sensitization), % at 10 µM; hit rate 1% among 360,000; AID 624354;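 active = compounds causing at least 50% loss of cell viability in the single-dose screen, relative to plate controls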
KKLEB cytotox: reduces viability of KKLEB cystic fibrosis airway cells; hit rate 0.36% among 360,000; AID 602141; KKLEB CF airway cells viability, ATPlite luminescence, overnight; hits give low values; cells stimulated with P. aeruginosa culture filtrate; activity change (cytotoxicity), % at 5 µM;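 active = corrected activity change at or below -50% at 5 µM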
TWEAK Fn14 block: blocks TWEAK-Fn14 interaction in a reporter cell assay | TWEAK-stimulated Fn14 reporter cells, luciferase luminescence, 8 h | inhibition, % at 10 µM | hit rate 2% among 360,000; in the data active = inhibition above about 50%
CF NFkB block: blocks PAF-induced NF-kB reporter in cystic fibrosis cells; KKLEB NF-kB-GFP reporter, GFP fluorescence overnight; inhibition, % at 5 µM; hit rate 0.86% among 360,000;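 active = at least 50% inhibition at 5 µM, scaled per plate between neutral and stimulator controls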;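 also: PAF is a Pseudomonas aeruginosa culture filtrate used as stimulus; plate controls were PAF-stimulated DMSO wells for no effect and unstimulated DMSO wells for full effect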
Active calls of the source: *; . = not tested or not shown. An excerpt. The share of hits here may be higher or lower than overall.

SMILES | LMP1 NFkB inh | TROY signal inh | SRC3 inh | Shn3 inh set2 | LRH-1 inv ag | NR2F2 inh | NCOA1 inh | TRAIL sens C8 | KKLEB cytotox | TWEAK Fn14 block | CF NFkB block
CCCCN(C(=O)c1ccco1)C1CCS(=O)(=O)C1 (stereo not given) | 7 | 7 | -5 | -4 | -12 | -8 | -22 | -12 | 0 | -6 | 10
CCN(CC)C(=O)C1CCCN(Cc2nc(-c3cccs3)no2)C1 (stereo not given) | -1 | -10 | 13 | 4 | -3 | 9 | -9 | 0 | 6 | 16 | -13
COCCNC(=S)Nc1ccc(S(=O)(=O)Nc2ncccn2)cc1 | 5 | -21 | 23 | -10 | 9 | -2 | 12 | -3 | 0 | 31 | 2
CN1C(=O)CC(N2CCC(C(N)=O)(N3CCCCC3)CC2)C1=O (stereo not given) | 1 | 3 | -22 | -20 | 10 | -16 | 2 | 9 | 3 | 15 | -1
O=C(N=C1SCC(=O)N1c1ccccc1)c1ccco1 | 0 | -23 | -49 | -9 | -73 | -22 | -51 | -3 | 6 | 0 | -14
O=[n+]1c2c(n([O-])c3ccccc31)CCC2 | 2 | 1 | -13 | 24 | 3 | . | -12 | -10 | 6 | 2 | -1
C=CCn1c(C)cc(C2=NNC(=Nc3ccc(C)cc3)SC2)c1C | -13 | -24 | 17 | 10 | -2 | -2 | -3 | 21 | 17 | -6 | -28
Cn1cc([C@@H]2C[C@H]3CN(Cc4cccc(Cl)c4)C(=O)[C@]34CCCN24)c(-c2ccccc2)n1 | 2 | 14 | 12 | 9 | -17 | 3 | -20 | -9 | -6 | 10 | 11
O=c1oc2ccccc2c(NC2CCCCC2)c1NS(=O)(=O)c1ccc(Br)cc1 | -5 | 29 | 31 | 12 | -14 | . | 16 | -14 | -1 | 17 | -8
Cc1cccc(OCc2nc3ccccc3n2C)c1 | -26 | -46 | -57 | -108 | -49 | -1 | -47 | 0 | 7 | -30 | -6
COc1ccc(C2CC(=O)C3=C(C2)Nc2ccccc2N(C(=O)CCC(=O)O)C3c2ccc(F)cc2)cc1 (stereo not given) | -2 | 1 | 17 | -81 | 0 | -13 | -37 | -1 | -3 | 2 | 10
CCOC(=O)[C@]12CCCC=C1N(Cc1ccc3c(c1)OCO3)C(=O)[C@H](CC(=O)N1CCCC1)C2 | . | -5 | . | . | -8 | -4 | . | -13 | . | 15 | .
COc1ccc(CNC(=O)CN(C)Cc2ccc(C(C)(C)C)cc2)cc1 | 5 | 11 | 0 | 15 | 5 | 13 | 7 | -22 | -1 | -5 | -14
Cc1cc(=O)n2[nH]c(C(=O)O)nc2n1 | 5 | 8 | 9 | 9 | 1 | -2 | -9 | 4 | -5 | -3 | 8
Nc1nnc(SCCN2C(=O)c3ccccc3S2(=O)=O)s1 | -18 | -5 | 13 | 5 | -3 | -8 | -32 | -14 | 9 | -2 | -22
CCc1c(O)nc(SCC(=O)Nc2cc(C)on2)n(-c2ccccc2)c1=O | 4 | -24 | -7 | 5 | 11 | -1 | 3 | 14 | 10 | 5 | 8
O=C(O)c1ccc2c(=O)[nH]c(CCl)nc2c1 | 1 | 6 | 14 | 6 | 2 | 7 | -18 | -2 | -3 | -4 | -3
CCCCN(CCCC)C(=O)c1ccccc1NC(=O)CN1C(=O)c2ccccc2C1=O | 0 | . | 6 | 8 | 7 | 11 | 10 | 13 | 0 | 23 | -4
CCOc1ccc(CC(=O)NNC(=S)NC)cc1 | 1 | -3 | -9 | 6 | -12 | -1 | -11 | -39 | 5 | 3 | -6
O=C(CN1CCN(c2ccc(Cl)cc2)CC1)N1CCCC1 | -4 | 5 | 9 | -3 | 11 | -15 | -5 | -3 | -2 | 4 | 0
CC(=O)NNC(=S)Nc1cccc(F)c1 | -3 | -15 | -1 | -1 | -2 | -2 | -2 | -6 | 7 | -10 | 3
CCCCn1c(N)c(N(CCOC)C(=O)CN(C)S(=O)(=O)c2ccc(F)cc2)c(=O)[nH]c1=O | -5 | 8 | -2 | -20 | 9 | 1 | -2 | -2 | 3 | 6 | -19
COc1ccc(CN2CC(C(=O)NCCc3ccc(Cl)cc3)CC2=O)cc1 (stereo not given) | -1 | -10 | 10 | 1 | 19 | 4 | 12 | 10 | -12 | 7 | -13
N#Cc1c(NC(=O)CSc2ncn[nH]2)sc2c1CCCCC2 | 36 | 46 | 49 | 60 | 53 | 88* | 36 | 11 | 23 | 75* | 18
CCc1ccc(CNC(=O)CCn2ccc3cc(S(=O)(=O)N4CCCC4)ccc32)cc1 | -4 | 11 | -45 | 20 | -24 | 2 | 11 | -3 | -3 | 2 | -7
Carrying on:
SMILES | LMP1 NFkB inh | TROY signal inh | SRC3 inh | Shn3 inh set2 | LRH-1 inv ag | NR2F2 inh | NCOA1 inh | TRAIL sens C8 | KKLEB cytotox | TWEAK Fn14 block | CF NFkB block
Fc1ccccc1Nc1nc2ccccc2o1 | -12 | -11 | -137 | -48 | -187 | -28 | -127 | 26 | 0 | 40 | 11
Cn1cccc1C(=O)OCC(=O)NCCc1ccccc1 | -3 | -32 | -8 | -10 | -35 | -29 | -23 | -5 | 17 | -6 | -31
CCCn1nc(NC(=O)c2cccs2)c2cc3ccc(C)cc3nc21 | 0 | -15 | 23 | 1 | 17 | 10 | 5 | 6 | -9 | 16 | 1
CCOc1ccc(NC(=O)C2CC(=O)N(Cc3ccco3)C2)cc1 (stereo not given) | -7 | -12 | 0 | -10 | -19 | -13 | -24 | -3 | 4 | -7 | -28
Cc1nc(C)c(-c2ccc(SCc3ccccc3F)nn2)s1 | -22 | -23 | -28 | -52 | -78 | -54 | -37 | 1 | 2 | -1 | -25
CCOC(=O)C1=C(N)OC2=C(C(=O)CCC2)C1c1ccccc1OCC (stereo not given) | 5 | 4 | -4 | 7 | 0 | 17 | -23 | -7 | 2 | -3 | 13
Cc1ccsc1CNC1C2CC3CC(C2)CC1C3 (stereo not given) | 3 | -7 | 11 | 10 | 6 | -3 | 0 | 2 | 7 | -32 | 3
O=[N+]([O-])c1cc(NCCO)c(N2CCCCCC2)c2nonc12 | -1 | 6 | 14 | 15 | 39 | -4 | 9 | -3 | 0 | -3 | -6
COc1ccccc1CCC(=O)N(C)CC(=O)Nc1ccc(Cl)c(C(F)(F)F)c1 | 3 | 18 | 5 | -2 | -14 | 8 | 12 | -6 | -20 | -5 | 10
O=C(COC(=O)c1ccc(Br)o1)NCc1cccs1 | 5 | -11 | 0 | 10 | 2 | 6 | 1 | -11 | -4 | 0 | 15
Cc1ccc(C)c(CN2C(=O)NC3(CCCCCC3)C2=O)c1 | -6 | -7 | 19 | -1 | 11 | -3 | -2 | -20 | 3 | -17 | -5
Cc1cc(C)c(C(=O)COC(=O)c2cc([N+](=O)[O-])ccc2NCCO)cc1C | 13 | -4 | -3 | 8 | -2 | -8 | 3 | -6 | -8 | -3 | 17
CCOC(=O)CNC(=O)CSc1ccc2nnc(-c3ccc(F)cc3)n2n1 | 0 | -9 | 5 | -38 | 4 | 1 | -10 | -20 | -8 | -3 | 0
O=C(O)CC(C(=O)O)N1C(=O)/C(=C/C=C/c2ccco2)SC1=S (stereo not given) | -1 | -11 | 10 | -8 | 7 | -4 | -2 | -3 | 3 | 13 | -18
O=C(NCc1ccc(F)cc1)C1CCN(S(=O)(=O)c2cccnc2)CC1 | -1 | 1 | 2 | -4 | -7 | -10 | -6 | -6 | -2 | -8 | 6
O=C(N/N=C/c1ccc(O)cc1)c1ccc(COc2cc(Cl)ccc2Cl)o1 | -34 | 13 | 27 | . | 46 | -4 | 31 | 25 | -18 | -23 | 39
COc1ccc(Cc2c(-c3ccc(C)cc3)nc3ccc(Cl)cn23)c(C)c1 | . | -25 | -61 | -80 | -119 | 1 | -76 | -9 | 2 | 12 | 40
Cc1[nH]c2ccccc2c1C(=O)CN1C(=O)NC(C)(c2ccc(Cl)cc2Cl)C1=O (stereo not given) | -5 | 3 | -1 | -12 | 23 | -22 | 3 | -7 | -8 | 5 | 20
CC[C@@H](C)C(N)c1cn([C@@H](CCC(=O)O)C(=O)N2CCNCC2)nn1 (stereo not given in full) | -1 | -3 | -15 | 4 | 4 | -14 | 2 | 13 | 9 | 2 | -14
COc1ccc(CNC(=O)CN(C(=O)c2csnn2)c2ccc(C(C)=O)cc2)cc1 | -7 | -24 | -23 | -34 | -4 | -30 | -23 | 11 | 6 | 20 | 13
CCOc1ccc(N(CC(=O)NCc2ccc(OC)cc2)S(=O)(=O)c2c(C)noc2C)cc1 | -5 | -11 | -10 | 8 | -7 | -7 | 1 | 22 | -14 | 2 | 6
NC(=O)CC(NC(=O)Cc1cccc2ccccc12)c1ccc(NC2CCN(Cc3ccccc3)CC2)c([N+](=O)[O-])c1 (stereo not given) | 3 | -10 | -36 | -3 | -9 | 4 | -10 | -2 | 6 | 7 | -9
CC(C)(C)[C@H]1COC(=O)[C@@H](Cc2ccc(F)cc2)CC/C=C/C[C@@H](CC(=O)N[C@H](CO)Cc2ccccc2)C(=O)N1 | 1 | -3 | 4 | 15 | -1 | 0 | 0 | 12 | -14 | 17 | 7
COc1ccc(CNc2nc(NC(C)=O)nn2-c2ccccc2)cc1 | 1 | -1 | 0 | 10 | 2 | 3 | 13 | 4 | -6 | 11 | 14
Cc1[nH]n(S(=O)(=O)c2ccccc2)c(=O)c1N=Nc1cccc(Cl)c1 | -3 | 21 | 12 | 14 | 8 | -1 | 9 | -3 | -10 | -25 | 3
The list continues:
SMILES | LMP1 NFkB inh | TROY signal inh | SRC3 inh | Shn3 inh set2 | LRH-1 inv ag | NR2F2 inh | NCOA1 inh | TRAIL sens C8 | KKLEB cytotox | TWEAK Fn14 block | CF NFkB block
Cc1sc2ncnc(SCc3ccco3)c2c1C | -5 | 1 | -1 | 15 | 0 | -5 | 2 | -6 | -2 | -8 | 2
CCc1ccccc1NS(=O)(=O)c1ccc2[nH]cc(C(=O)NC3CCCC3)c(=O)c2c1 | -5 | 20 | 19 | 8 | -5 | -1 | 3 | 20 | -21 | 33 | -5
Cn1c(=O)c2c(nc(N/N=C/c3ccco3)n2C)n(C)c1=O | 1 | -2 | 3 | 7 | -22 | 27 | -10 | -12 | -5 | -8 | 13
COc1ccc(N2CCN(C(=O)COc3cccc4ccccc34)CC2)cc1 | -1 | -11 | 6 | 14 | -12 | . | -12 | -12 | -18 | -16 | 11
CC1(C)CCCN(C(=O)c2coc(=O)c(Br)c2)C1 | 1 | 7 | 10 | 4 | -8 | -34 | 3 | 18 | 1 | 4 | 2
COc1cccc(N2CCN(C(=O)CN3C(=O)NC(C)(c4ccc5ccccc5c4)C3=O)CC2)c1 (stereo not given) | 7 | 30 | -19 | 46 | -9 | 34 | -2 | 2 | -1 | 12 | -2
CCN(CC)C(=O)CSc1nc2ccccc2c(=O)n1CCC(=O)N1CCN(c2ccccc2)CC1 | -1 | -1 | 11 | -6 | -8 | -3 | 1 | 3 | 6 | -15 | -1

Records above marked active in NR2F2 inh.
Molecule | LMP1 NFkB inh | SRC3 inh | Shn3 inh set2 | LRH-1 inv ag | NR2F2 inh | NCOA1 inh | TWEAK Fn14 block | CF NFkB block
N#Cc1c(NC(=O)CSc2ncn[nH]2)sc2c1CCCCC2 | 36 | 49 | 60 | 53 | 88* | 36 | 75* | 18
